AGP1 TOR yeast: modulators of AGP1-GFP expression in yeast TOR pathway, primary screen, cell-based, multiplex flow cytometry, S. cerevisiae, MLPCN library; 3 h; GFP as percent of DMSO wells; GFP response vs DMSO, % at 10 µM; hit rate 0.02% among 320,000; AID 2066, 2009;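 active = GFP response relative to DMSO above a set limit, near screen average plus 3 SD, cut at about 150% in these data; inconclusive = fewer than 70 cells counted for the yeast strain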;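 also: median GFP channel fluorescence of the gated AGP1 strain per well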
CIT2 TOR yeast: modulators of CIT2-GFP expression in yeast, primary screen, S. cerevisiae, GFP fusion, multiplex flow cytometry, MLPCN library; GFP response vs DMSO, % at 10 µM; AID 2029, 2009; S. cerevisiae CIT2-GFP strain, 3 h; 100 means same as DMSO wells; hit rate 0.065% among 320,000;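 active = GFP response relative to DMSO above a set limit, near the screen mean plus 3 SD, cut at about 150% in these data; inconclusive = Fewer than 70 cells measured for a yeast strain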;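 also: ratio of well median GFP fluorescence to mean of DMSO wells on the plate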
VLA-4 inh: inhibition in human VLA-4 binding assay, primary screen, VLA-4 allosteric modulator project, MLPCN library, flow cytometry, VLA-4 expressing cells; Integrin alpha-4 (Homo sapiens), P13612; ligand binding flow cytometry; inhibition, % (about 7 µM as worked out from the volumes in the protocol); hit rate 0.2% among 330,000; in the data active = inhibition above about 50%
Target sequence (P13612 whole entry, looked up): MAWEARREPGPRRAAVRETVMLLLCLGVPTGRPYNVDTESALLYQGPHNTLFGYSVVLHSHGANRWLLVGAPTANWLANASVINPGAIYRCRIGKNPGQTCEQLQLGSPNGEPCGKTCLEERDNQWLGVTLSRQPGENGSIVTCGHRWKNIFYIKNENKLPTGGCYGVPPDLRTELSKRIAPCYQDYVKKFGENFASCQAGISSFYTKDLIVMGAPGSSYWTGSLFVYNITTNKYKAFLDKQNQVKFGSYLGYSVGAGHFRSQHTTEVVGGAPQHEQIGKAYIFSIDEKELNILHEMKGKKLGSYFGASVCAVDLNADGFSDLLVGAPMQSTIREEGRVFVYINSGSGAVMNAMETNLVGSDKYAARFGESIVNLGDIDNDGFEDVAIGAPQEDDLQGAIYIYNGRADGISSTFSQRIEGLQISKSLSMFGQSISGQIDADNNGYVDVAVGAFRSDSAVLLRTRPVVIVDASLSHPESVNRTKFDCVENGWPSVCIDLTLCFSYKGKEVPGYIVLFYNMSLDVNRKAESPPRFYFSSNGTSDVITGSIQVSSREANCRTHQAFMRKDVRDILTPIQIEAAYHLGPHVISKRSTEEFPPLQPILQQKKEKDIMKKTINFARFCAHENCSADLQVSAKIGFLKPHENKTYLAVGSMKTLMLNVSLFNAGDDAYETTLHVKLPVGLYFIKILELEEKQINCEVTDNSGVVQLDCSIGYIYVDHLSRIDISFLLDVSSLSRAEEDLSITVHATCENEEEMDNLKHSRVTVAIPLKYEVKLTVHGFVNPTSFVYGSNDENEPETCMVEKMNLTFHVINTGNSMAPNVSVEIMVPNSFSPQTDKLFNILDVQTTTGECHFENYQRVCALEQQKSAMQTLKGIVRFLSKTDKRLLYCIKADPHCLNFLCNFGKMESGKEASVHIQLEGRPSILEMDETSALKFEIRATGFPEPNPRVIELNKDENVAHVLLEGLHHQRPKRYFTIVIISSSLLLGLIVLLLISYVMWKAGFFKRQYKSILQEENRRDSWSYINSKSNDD
LAP4-GFP MLPCN: modulators of LAP4-GFP expression in yeast, primary screen, S. cerevisiae, multiplex flow cytometry, MLPCN library | 3 h; median GFP as percent of DMSO wells | GFP response vs DMSO, % at 10 µM | hit rate 0.34% among 320,000 | AID 2023, 2009;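 active = GFP response vs DMSO above a set limit, about the screen mean plus 3 SD, cut at about 150% in these data; inconclusive = under 70 cell events counted for the yeast strain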
MEP2 TOR yeast: modulators of MEP2-GFP levels in yeast, primary screen, S. cerevisiae, multiplex flow cytometry, MLPCN library. S. cerevisiae MEP2-GFP strain, 3 h; 100% = DMSO control level. GFP response vs DMSO, % at 10 µM. hit rate 0.51% among 330,000;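 active = GFP response versus DMSO above a set limit, roughly screen mean plus 3 SD, cut at about 180% in these data; inconclusive = fewer than 70 cells counted for a yeast strain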;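 also: median GFP fluorescence of the barcode-gated MEP2-GFP cells per well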
Yeast superoxide: reduction of superoxide in aged yeast, primary screen, HTS; S. cerevisiae aged cells, superoxide DHE fluorescence; hits give low values; superoxide response (% of plate mean), % at 10 µM; hit rate 0.18% among 330,000; AID 2690, 2010;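 active = superoxide response under a set limit, about three screen SD below normal, cut at about 65% in these data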;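 also: yeast aged for seven days with compound at 30 °C before DHE staining; 100% = average MFI of all compound-treated wells on the plate with controls excluded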
RPL19A TOR yeast: RPL19A-GFP expression modulators in yeast, primary screen, cell-based, S. cerevisiae, multiplex flow cytometry, MLPCN | hit rate 0.3% among 330,000 | AID 2025, 2009 | percent response vs DMSO, % at 10 µM | S. cerevisiae RPL19A-GFP strain, 3 h; hits give low values;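 active = percent response vs DMSO below 50%; inconclusive = fewer than 70 events counted for the yeast strain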;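 also: median channel GFP fluorescence of the barcoded RPL19A-GFP strain; ratio of sample median GFP to plate DMSO average so 100% = DMSO; lower means less RPL19A-GFP as with rapamycin TOR inhibition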
GRK2 inh: compounds blocking aptamer binding on GRK2 – biochemical, human GRK2, bead flow cytometry, HTS, primary screen. Beta-adrenergic receptor kinase 1 (Homo sapiens), P25098. FAM-aptamer displacement from GRK2. inhibition of aptamer binding, % at 10 µM. hit rate 0.59% among 330,000. AID 488847, 2010;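 active = inhibition of aptamer binding above 40%, roughly 3 SD of noise, on plates passing a quality check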;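 also: median bead fluorescence of bound FAM aptamer so fluorescent compounds give negative values; no value below 0 was filed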
Numbers without * were called inactive; u = inconclusive; x = not tested or not shown; [ ] = dose if it differs, or a comment.

SMILES	AGP1 TOR yeast	CIT2 TOR yeast	VLA-4 inh	LAP4-GFP MLPCN	MEP2 TOR yeast	Yeast superoxide	RPL19A TOR yeast	GRK2 inh
COC(=O)N1C(=O)[C@@](c2ccccc2)(C2CCCC2)N1C(=O)OC	107	103	29	95	103	96	100	6
O=C1CCN(C(=S)NCc2ccccc2)CC1	98	95	-1	94	98	106	103	0
CSc1ccc(CN(C)Cc2nc3cc(C(F)(F)F)ccc3c(=O)[nH]2)cc1	110	120	-3	118	120	101	95	0
CCCN(C(=O)c1cc(-c2ccco2)nc2ccccc12)c1c(N)n(Cc2ccccc2)c(=O)[nH]c1=O	98	93	17	102	94	98	94	11
COC(=O)C1=C(C)N(Cc2ccccc2)C(=S)N[C@H]1c1ccccc1	77	64	12	112	96	99	92	1
Nc1c(C(=O)O)sc2nc3c(cc12)CCCC3	113	99	-18	113	99	85	99	4
Cc1cc(C(=O)N2CCCC(N3CCN(c4cccc(Cl)c4)CC3)C2)nc(C)n1 (stereo not drawn)	u	u	11	u	u	88	39*[may fluoresce violet]	0
COC(=O)c1nc2ccccn2c1F	102	98	8	108	99	112	93	0
O=C(c1cccc(C(F)(F)F)c1)N1CCC(=O)N(C(CO)Cc2ccccc2)CC1 (stereo not drawn)	97	88	-16	91	96	96	94	2
Cc1cc(C)cc(OCCNC(=O)CCc2ccccc2)c1	121	96	0	97	103	88	104	1
CCOC(=O)C1=C(C)N=C2c3ccccc3C(=O)C2C1c1ccc(Cl)cc1 (stereo not drawn)	101	100	-7	100	100	107	100	0
C=CCOc1ccc(/C=C/C(=O)OCC(=O)N2CCC(c3ccccc3)=N2)cc1	122	171*	28	170*	174	106	116	5
Cc1c(CN(C)C(=O)c2ccc(Br)o2)cnn1C	100	95	7	99	95	95	96	0
CCC(Sc1ncccc1C(=O)OC(C)C)C(=O)N1CCOCC1 (stereo not drawn)	99	102	6	104	106	98	96	0
Cc1c(CCC(=O)NCCCCCC(=O)O)c(=O)oc2cc3occ(-c4ccccc4)c3cc12	94	102	-5	105	126	95	105	0
O=C(NCCN1Cc2ccccc2C1=O)c1cccs1	102	94	10	93	102	106	91	14
O=Cc1cn(-c2ccccc2)nc1-c1ccc2c(c1)OCCO2	x	82	-2	87	89	93	92	0
O=C(CC1Sc2ccccc2NC1=O)Nc1cccc(-c2nnc3n2CCCCC3)c1 (stereo not drawn)	102	100	0	101	104	95	101	0
O=C(NCC(=O)N1CCN(c2ccc([N+](=O)[O-])cc2)CC1)c1ccco1	98	95	19	92	90	102	100	0
CC1(C)CC(=O)C2=C(C1)NCN(CCCN1CCOCC1)C2	93	97	6	107	100	71	96	0

Reformatted: three of the compounds above.
SMILES: O=C(CC1Sc2ccccc2NC1=O)Nc1cccc(-c2nnc3n2CCCCC3)c1 (stereo not drawn)
  AGP1 TOR yeast = 102	CIT2 TOR yeast = 100	VLA-4 inh = 0	LAP4-GFP MLPCN = 101	MEP2 TOR yeast = 104	Yeast superoxide = 95	RPL19A TOR yeast = 101	GRK2 inh = 0

SMILES: O=C1CCN(C(=S)NCc2ccccc2)CC1
  AGP1 TOR yeast = 98	CIT2 TOR yeast = 95	VLA-4 inh = -1	LAP4-GFP MLPCN = 94	MEP2 TOR yeast = 98	Yeast superoxide = 106	RPL19A TOR yeast = 103	GRK2 inh = 0

SMILES: Cc1c(CN(C)C(=O)c2ccc(Br)o2)cnn1C
  AGP1 TOR yeast = 100	CIT2 TOR yeast = 95	VLA-4 inh = 7	LAP4-GFP MLPCN = 99	MEP2 TOR yeast = 95	Yeast superoxide = 95	RPL19A TOR yeast = 96	GRK2 inh = 0

(further entries)
SMILES	AGP1 TOR yeast	CIT2 TOR yeast	VLA-4 inh	LAP4-GFP MLPCN	MEP2 TOR yeast	Yeast superoxide	RPL19A TOR yeast	GRK2 inh
Cc1ccc(C)c(OCC(O)CN2CCN(CCN3C(=O)c4cccc5cccc(c45)C3=O)CC2)c1 (stereo not drawn)	93	100	14	85	105	88	100	0
O=C1C=C(O)c2cccc3cccc1c23	101	112	1	89	107	103	105	100*
CCn1c(=O)cc(N2CCC3(CC2)OCCO3)[nH]c1=O	98	90	1	97	95	110	94	0
COC(=O)c1ccccc1NS(=O)(=O)c1ccc(O)c(C(=O)O)c1	75	67	11	96	94	95	113	6
O=C(Cc1ccc(Cl)cc1)NCCCNC(=O)c1cccnc1	104	104	-2	110	119	86	102	3
COC(=O)c1c(NC(C)=O)sc(Cc2ccccc2)c1C	98	94	-24	114	98	86	99	0
CCC(=O)Nc1cnc(NC(=O)c2cccc(F)c2)cc1C	103	98	8	98	108	95	96	2
COc1cc([C@@H]2c3cc4c(cc3[C@@H](O)[C@H]3COC(=O)[C@H]23)OCO4)cc(OC)c1O[Si](C)(C)C(C)(C)C	99	96	-12	87	109	95	101	2
Cc1cc(C)n2nc(C(=O)NCc3cccc(C(F)(F)F)c3)nc2n1	100	103	2	104	105	106	112	3
COc1ccccc1NC(=O)C1=C(C)NC(=O)NC1c1cccs1 (stereo not drawn)	97	97	9	91	87	94	94	0
COc1ccc(NC(=O)CCC(=O)N/N=C/c2ccncc2)cc1	92	91	0	103	97	87	93	0
Brc1cccc(-c2nc3cccnc3nc2-c2cccc(Br)c2)c1	91	96	-16	82	97	99	95	4
Clc1ccc(COn2c(-c3ccc(Cl)cc3)nc3ccccc32)cc1	114	101	-39	116	109	92	109	3
O=C(COC(=O)Cn1c(C(F)(F)F)nc2ccccc21)Nc1ccc2c(c1)OCCO2	104	97	10	110	97	96	101	1
CN(CCOc1ccc(Cl)cc1)C(=O)c1cc([N+](=O)[O-])ccc1N1CCOCC1	103	90	-2	97	91	90	90	0
CCOC(=O)C1CCN(C(=O)CCCN2C(=O)c3ccccc3C2=O)CC1	97	86	-1	101	104	93	95	0
CCOc1ccc(NC(=O)CSc2nc3nc(C)cc(C)n3n2)cc1	89	x	5	85	124	101	100	0
CCc1noc(C)c1C(=O)NNC(=O)c1ccc(N(CC)CC)cc1	99	90	4	101	97	80	95	3
O=C(Nc1cccnc1)c1ccc(Cl)cc1[N+](=O)[O-]	89	95	11	93	100	115	100	0
COC(=O)C1=C(C)NC2=C(C(=O)c3ccccc32)C1c1cccc(OC)c1 (stereo not drawn)	110	108	6	115	94	92	100	0
COCCNC(=S)Nc1ccc2[nH]c(=O)[nH]c2c1	107	101	3	103	103	100	102	2
Cc1nn(C)c(C)c1NC(=O)CSc1nc(C2CC2)nc2c1cnn2-c1ccccc1	96	93	13	92	97	94	97	3
Cc1cccc(/C=N/n2c(C)nc3ccccc3c2=O)c1	95	91	9	96	89	96	97	0
CCCCNC(=O)NC(C(=O)OC)C12CC3CC(CC(C3)C1)C2 (stereo not drawn)	99	96	1	93	102	101	98	2
CC(NC(=O)C(C)N1CCN(S(=O)(=O)c2ccccc2)CC1)c1ccccc1 (stereo not drawn)	93	88	5	87	93	108	94	0
Cc1ccc(S(=O)(=O)N2CCOCC2)cc1NC(=O)COc1ccc(-c2nnco2)cc1	110	112	7	108	109	98	96	1
COC(=O)COc1ccc(S(=O)(=O)N2CCCCC2)cc1[N+](=O)[O-]	92	86	13	89	97	99	94	0
CCOC(=O)c1c(CSc2nc(C)cc(C)c2C#N)n(C)c2cc(Br)c(OC(C)=O)cc12	103	108	-2	97	111	94	101	0
CCN(CC)c1ccc(/C=N/N2CCN(Cc3ccc(C)cc3C)CC2)c(O)c1	88	90	6	84	79	96	98	0
CCCN1CCN(C(=O)C2CCCN(c3ncnc4c3nc3n4CCCCC3)C2)CC1 (stereo not drawn)	96	105	-12	95	99	104	96	2
O=C(COC(=O)CNC(=O)c1ccc(Cl)c([N+](=O)[O-])c1)NC(=O)CN1CCCC1=O	106	100	10	104	101	119	99	0
O=S(=O)(NCC(c1ccco1)N1CCN(c2ccc(F)cc2)CC1)c1ccc(F)cc1 (stereo not drawn)	97	103	-2	91	99	86	102	1
Cc1ccc(-n2c(C)cc(/C=C3\NC(=O)NC3=O)c2C)c(C)c1	107	104	-16	107	99	90	99	0
CC(=O)N1N=C(c2ccc(C)cc2)CC1c1ccc2c(c1)OCO2 (stereo not drawn)	103	98	-4	116	101	91	98	1
Cc1ccc(-c2nc(CS(=O)(=O)CC(=O)NCCCN3CCOCC3)c(C)o2)cc1	100	98	4	99	104	86	99	0
CCOc1ccc(-c2ccc(SCC(=O)Nc3nnc(CC)s3)nn2)cc1	111	104	14	94	97	99	106	0
CCCCOc1ccc(C(O)(CC)CCN2CCOCC2)cc1 (stereo not drawn)	97	95	29	99	96	110	93	5
CCn1c(C(=O)O)c(CC(=O)Nc2ccc(Br)cc2C)c2ccccc21	105	116	-7	103	117	96	111	0
COc1ccc(-c2cc(-c3ccccc3)nc3ncnn23)cc1	87	99	14	103	102	87	101	0
Cc1ccccc1CNC(=O)CCC(=O)N1Cc2ccccc2Oc2ncccc21	103	106	8	99	112	107	105	0
Cc1cccc(C)c1NC(=O)COC(=O)COc1ccc2c(C)cc(=O)oc2c1	98	103	0	98	103	106	98	2
CCC(C)(C)n1nnnc1C(c1ccc2ncccc2c1)N1CCCCCC1 (stereo not drawn)	100	99	0	106	102	90	101	1
CN(C)CCn1c2c(c(SCC(=O)Nc3cccc4ccccc34)nc1=O)CCCC2	102	117	-5	103	111	103	103	1
CCOC(=O)CCCNC(=O)COC(=O)c1ccc(O)cc1	94	92	14	x	99	100	95	0
O=[N+]([O-])c1cc(-c2csc(NCCc3nc4cc(C(F)(F)F)ccc4n3CCCO)n2)ccc1Cl	91	109	-5	103	88	103	98	3
COCCOC(=O)C1=C(C)NC2=C(C(=O)CC(C)(C)C2)C1c1ccc2c(c1)OCO2 (stereo not drawn)	102	102	-4	95	103	112	99	0
O=C(N/N=C/c1cccnc1)c1cccc(S(=O)(=O)N2CCCC2)c1	101	111	11	106	111	110	97	0
COc1cccc(NC(=O)Nc2nnc(Cc3ccccc3F)s2)c1	97	105	-30	92	109	120	108	4
O=C(NC12CC3CC(CC(C3)C1)C2)c1ccc(S(=O)(=O)N2CCOCC2)cc1	107	110	4	115	101	103	101	0
O=C(NCC1([N+](=O)[O-])CN(C(=O)c2ccccc2)CN(C(=O)c2ccccc2)C1)c1ccccc1	115	103	8	106	99	98	100	1
CC(=O)NCCc1nc2ccccc2n1Cc1ccc(C)cc1	101	93	22	104	97	98	100	1
Cc1ccc(S(=O)(=O)N2CC3(C)CN(S(=O)(=O)c4ccc(C)cc4)CC(C)(C2)C3=O)cc1	119	120	-7	119	110	92	109	0
Cc1ccnc(NS(=O)(=O)c2ccccc2)c1	96	99	11	90	105	96	105	0
CCOc1ncccc1C(=O)N1CCCSC1=Nc1ccccc1OC	100	92	-3	101	86	96	91	2
CCOP(C)(=O)C1(C(=O)OCc2ccccc2)CC1 (stereo not drawn)	100	100	-10	90	100	93	101	5
CC1(C)CC(=O)C(N=Nc2c(F)cccc2F)=C(O)C1	96	96	7	95	90	85	91	0
CCOc1nc(SCCOc2ccccc2)nc(N(C)C)n1	x	94	3	83	98	95	92	0
S=C(Nc1ccccc1Cl)N(CCCN1CCOCC1)Cc1ccco1	97	96	4	95	103	108	99	3
COC(=O)c1c(NC(=O)C2CC2)sc2c1CCCC2	101	100	40	102	100	86	101	1
N#CCC(=O)Nc1ccc(C(=O)NCCc2c[nH]c3ccccc23)cc1	83	93	-5	94	86	97	90	0
CCN(CC)C(=O)CSc1nc2c(sc(=S)n2-c2ccccc2)c(=O)n1Cc1ccco1	99	100	-2	89	93	89	96	6

Screening data (PubChem BioAssay)
